# B2AR arrestin: agonists driving beta-arrestin recruitment to human beta2-adrenergic receptor; Potency, µM (doses to about 46.1 µM), without a hit: top-dose activation, hits mostly activators; hit rate 0.02% among 330,000; AID 492947; P07550; beta-arrestin recruitment to beta2AR, cell-based reporter;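 further: potency means the concentration at half of the fitted maximal effect; 0% = DMSO controls and full agonism = EC100 isoproterenol or metaproterenol; nearly all actives have a fitted effect of over 65% in size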
# Integrin act MD: activators of alpha7 integrin expression for muscular dystrophy; Potency, µM (titrated, usually from 38.3 µM), for inactives: at the top dose activation, usual class: activators; alpha7betagal myoblasts, beta-gal FDG fluorescence, 48 h; hit rate 0.064% among 350,000;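 further: potency means the concentration at half of the fitted maximal effect; 100% = response of the positive control SU9516; nearly all actives have a fitted effect of over 60% in size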
#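 alpha7betagal+/- myoblasts (passage 13, 250/well) treated 48 h at 37C with compounds at 1:260 dilution of DMSO stock. Lysed, then beta-galactosidase activity read as FDG fluorescence (ex 480/em 540) after 30 min, with pre-read for autofluorescence.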
# CXXC DNA block: MLL CXXC-DNA interaction inhibition; Q03164; MLL-CXXC / FITC-HOXA9 DNA fluorescence polarization; Potency, µM (doses to about 115 µM), without a hit: at the top dose activity change, negative = inhibition, actives largely listed as inhibitors; hit rate 0.037% among 290,000; AID 2662; active means well fitted inhibition curve with a large enough effect in the polarisation, with a control signal flat, not every such curve was filed as active; inconclusive means small, poorly fitted or top-dose-only effect, or effect the other way, or a change in a side signal; inactive means no such curve, though single readings can be large or run the other way; the % refers to the polarisation; further: potency means the concentration at half of the fitted maximal effect
#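 Fluorescence polarization: 7 uM MLL-CXXC (stock) preincubated 5 min with compounds, then 50 nM fluorescein-HOX-A9 DNA (stock) added; 30 min ambient. Buffer 50 mM Tris-HCl pH 7.5, 50 mM NaCl, 1 mM DTT, 0.05% BSA.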
# ELG1 repair inh: ELG1-dependent DNA repair inhibition; HEK293T ELG1-luciferase reporter, luminescence, 16 h; DNA damage induced by 5-fluorouridine; Potency, µM (titrated, usually from 46.1 µM), inactives show top-dose activity change, negative = inhibition, usual class: inhibitors; hit rate 2.3% among 330,000; further: potency means the concentration at half of the fitted maximal effect; on the % scale 0 is the no-effect control and ±100 the full control effect; nearly all actives have a fitted effect of over 55% in size
#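 5-Fluorouridine DNA damage + compound/DMSO, 2,000 cells/well, 16 h, 37 °C/5% CO2. ONE-Glo, 30 min RT, luminescence. Readout = decrease in reporter signal.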
# TCR act: activates T cell receptor signaling; primary human leukocytes, anti-CD3, IL-2 HTRF, 48 h; Potency, µM (series often up to 9.22 µM), for the others: top-dose activation of IL-2 secretion, most hits filed as activators; 330,000 tested, under 10 active; further: % of control where 0% means no effect
#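 Activity was scored as IL-2 release from primary human leukocytes given only a TCR signal (a-CD3 beads) plus compound for 48 hr. Detection used a two-antibody HTRF format read at 665nm.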
# A-T KAP1 phos: potential ataxia-telangiectasia treatment; Potency, µM (titrated, usually from 57.5 µM), without a hit: at the top dose activation, hits mostly activators; AID 485349; […] A-T fibroblasts, KAP-1 phosphorylation AlphaLISA; neocarzinostatin DNA damage 30 min before lysis; hit rate 0.19% among 320,000; further: potency means the concentration at half of the fitted maximal effect; % of control where 0% means no effect; nearly all actives have a fitted effect of over 45% in size
#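 hTERT-immortalized A-T patient fibroblasts ([…]), 500 cells/well in OPTI-MEM, 1% FBS, got compounds for 60 min, then NCS for 30 min at 37C. Lysates were then assayed for phospho-KAP-1 by AlphaLISA (anti-pKAP1 donor, anti-KAP1 acceptor beads), 6 hr at 25C.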
# TRPV1 agonist: agonists of human vanilloid receptor 1 (TRPV1); Q8NER1; TRPV1-expressing cells, Fluo-8 calcium influx, agonist mode; activation, % at 8.33 µM; hit rate 0.19% among 320,000; AID 540275; in the data active means activation above about 80%; inconclusive means between about 30% and that limit; further: 0% is about no effect
#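 Fluo-8 calcium influx in TRPV1-expressing cells, kinetic read (ex 480/em 520 nm). Compound added and read 3 min for agonist activity, followed by capsaicin at EC20 final and 2 min further read for enhancement.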
# p53 reactivator: mutant p53 re-activation in reporter cells; H1299 p53-A138V BP100-luciferase reporter, luminescence, 24 h; hit rate 0.063% among 320,000; Potency, µM (doses to about 92.2 µM), inactives show at the highest dose activity change, positive = activation, hits mostly activators; AID 504706; further: potency means the concentration at half of the fitted maximal effect; % of control where 0% means no effect; nearly all actives have a fitted effect of over 45% in size
#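 p53-null H1299 cells stably carrying temperature-sensitive p53-A138V and a BP100-luciferase reporter were pinned with compounds (4-point, 1:5 series) and held 24 hrs at 37 deg C. Luminescence was read 10 min after detection reagent.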
# BRCA1 expr up: BRCA1 expression activation. MCF7-BRCA1-FFLuc reporter, luminescence, 48 h; response scale: scaled: vehicle 0%, 10 µM genistein 100%. Potency, µM (doses to about 46.1 µM), for inactives: top-dose activation, usual class: activators. hit rate 1.1% among 380,000; further: potency means the concentration at half of the fitted maximal effect; nearly all actives have a fitted effect of over 80% in size; some results filed as inactive show a strong effect at the top dose
#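 Activators of BRCA1 expression were detected as increased firefly luciferase luminescence in engineered MCF7 cells after 48 h compound incubation. Signals were scaled to genistein 10 microM as full activation.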
# PTAP TSG101 blk: blocks PTAP/TSG101 interaction to inhibit HIV-1 budding; Potency, µM (doses to about 115 µM), inactives show at the top dose activity change, negative = inhibition, most hits filed as inhibitors; Q99816; Fluorescence polarization, FITC-PTAP peptide / Tsg101 binding; 340,000 tested, under 10 active; active means well fitted inhibition curve with a large enough effect in the main read-out, with a control signal flat, not every such curve was filed as active; inconclusive means small, poorly fitted or top-dose-only effect, or effect the other way, or a change in a side signal; inactive means no such curve, though single readings can be large or run the other way; further: potency means the concentration at half of the fitted maximal effect; % of control where 0% means no effect
#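 FP read-out: FITC-PTAP peptide, 50 nM final, binding Tsg101 binding domain, 10 uM final; 20 min, r.t.; 10 mM HEPES pH 7.5, 0.15 M NaCl, 0.01% Tween 20, 3 mM EDTA, 0.1 mM TCEP.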
# An asterisk follows results filed as active; ? = inconclusive; / = no result given; [ ] = dose if it differs, or a comment. Unless noted, the call rests on the fitted dose curve; in most records, active means well fitted curve in the direction sought with a large enough effect; inconclusive means small, poorly fitted or top-dose-only effect, or another doubt; inactive means no such curve, though single readings can be large; an effect the other way counts as inactive or inconclusive. No enrichment for hits; about 3.8% have a hit in one of these screens.
SMILES,B2AR arrestin,Integrin act MD,CXXC DNA block,ELG1 repair inh,TCR act,A-T KAP1 phos,TRPV1 agonist,p53 reactivator,BRCA1 expr up,PTAP TSG101 blk
COC(=O)C(CSCc1ccccc1)NC(=O)CSc1nc(C)cc(=O)[nH]1 (stereo unspecified),0.1%,25%,4%,19%,-6%,-1%,0,7%,-3%,-3%
COc1ccccc1/C=C/C(=O)OCC(=O)N1CCc2ccccc21,0.0%,-24%,/,17%,-22%,-2%,1,1%,24%,0%
CCC(C)(C)C1CCc2c(sc(N)c2C(N)=O)C1 (stereo unspecified),-0.4%,-11%,9%,-20%,-6%[46.1 µM],-4%,-1,7%,-25%,-2%
CC(Oc1cc(Cl)ccc1Cl)C(=O)N/N=C\c1ccnn1C (stereo unspecified),-0.2%,31%,-4%,-9%,-1%[46.1 µM],14%,?,-5%,2%,-3%
Cc1cccc(NCC(=O)NNC(=S)Nc2ccccc2)c1,-0.3%,-11%,22%,10%,-3%,1%,0,-1%,-38%,-3%
Cc1cc(NS(=O)(=O)c2ccc(NC(=O)c3ccc(Br)o3)cc2)nc(C)n1,0.1%,27%,8%,1%,-3%,-1%,-3,0%,-20%,-7%
CN(C)c1ccc(NC(=S)N2CCN(c3ncc(C(F)(F)F)cc3Cl)CC2)cc1,-0.5%,-25%,-7%,10%,4%,-3%,0,4%,1%,-1%
COc1ccc(N2CCN(C(=O)c3ccc(Cl)c(S(=O)(=O)N4CCCC4)c3)CC2)cc1,0.0%,-3%,-3%,?,4%,-4%,7,-3%,-9%,-2%
Cc1ccc(/C=C(\C#N)C(=O)Nc2ccccn2)o1,0.2%,1%,7%,?,-3%,-4%,5,-1%,65%,0%
O=C(C[n+]1ccc(C(=O)NCCCO)cc1)c1cccc(Br)c1,0.1%,7%,8%,2%,-5%,14%,19,-1%,3%,0%
CC(C)[C@@H](CSc1ccccc1)N1CCN(Cc2ccccc2)CCC1=O,0.2%,-2%,-1%,?,0%,0%,5,/,0%,-5%
COc1ccc(S(=O)(=O)Nc2ccc(Cc3ccncc3)cc2)cc1C,0.2%,-19%,15%,?,6%,-2%,0,7%,-27%,-2%
C/C(=N\NC(=O)c1nn(C)c(C)c1Br)c1ccc(NC(=O)c2ccccc2F)cc1,-0.1%,-12%,0%,3%,0%[46.1 µM],1%,6,?,?,-1%
O=C(CSc1nncn1-c1cccnc1)Nc1cccc([N+](=O)[O-])c1,0.1%,0%,2%,-1%,9%,0%,-3,6%,-16%,-5%
CNC(=O)CN1C(=O)NC(Cc2c[nH]c3ccccc23)C1=O (stereo unspecified),-0.8%,9%,-3%,4%,0%,5%,1,-1%,-6%,-1%
CN(/N=C/Cc1nnnn1-c1ccc(Cl)cc1)c1ccccc1,0.0%,-6%,-1%,-7%,-1%,6%,13,11%,-16%,0%
Cc1sc2ncnc(NCC3(N4CCOCC4)CCCCC3)c2c1C,0.3%,5%,-4%,?,-1%,-1%,-2,-2%,-27%,-3%
CS(=O)(=O)Nc1cccc(C2=NN(C(=O)c3cccc(F)c3)C(c3cccs3)C2)c1 (stereo unspecified),-0.3%,-2%,5%,?,-2%,0%,1,-3%,-29%,-6%
O=C(COc1ccc(/C=N/NC(=O)C(=O)N2CCCCCC2)cc1)Nc1ccccc1Cl,-1.3%,-16%,8%,4%,-7%[46.1 µM],2%,4,11%,-18%,0%
CCc1nnc(NC(=O)c2ccc(S(=O)(=O)N(C)Cc3ccccc3)cc2)o1,0.0%,-11%,0%,-4%,2%,-1%,-5,-1%,-30%,-9%
CCOc1cccc(=O)c2c(C)n(CC(=O)c3ccccc3)c(C)c12,0.0%,4%,-7%,?,-4%,-6%,1,-3%,-13%,-1%
Cc1nnc2ccc(-c3ccc(NC(=O)c4ccc(Cl)nc4)cc3)nn12,3.8%,/,-1%,-1%,/,-2%,1,-3%,/,/
CCNC(=O)COC(=O)c1cc(=O)[nH]c2ccccc12,-0.8%,-3%,-4%,1%,-3%,1%,2,-1%,-16%,-5%
CCC(C)(C)NC(=O)C(c1ccc(F)cc1)N(Cc1ccc(OC)cc1)C(=O)c1cnccn1 (stereo unspecified),0.8%,-7%,5%,?,-10%,-2%,14,5%,-19%,-5%
Cc1ccccc1OCc1nnc(SCC(=O)Nc2ccc3c(c2)OCO3)n1C,-0.4%,-11%,-3%,0%,5%,14%,1,1%,-11%,-7%
O=S(=O)(Nc1nc2ccc(S(=O)(=O)N3CCCCC3)cc2s1)c1ccccc1,-1.1%,8%,5%,2%,1%,4%,2,-1%,-2%,-14%
Cc1ccc(NC(=O)CN2CCc3ccccc3C2)cc1S(=O)(=O)N(C)C,0.3%,5%,-4%,?,2%,5%,6,-1%,-12%,0%
CC(=O)c1ccc(NC(=O)CSc2nnc(-c3ccco3)o2)cc1,-0.3%,13%,3%,?,1%,-3%,0,9%,?,0%
COc1ccccc1OCc1cc(-c2ccccc2)no1,-0.9%,11%,-1%,?,6%,12%,22,?,2.8µM*,4%
C=CCNC(=O)c1ccc2nccnc2c1,-0.8%,37%,10%,-1%,8%[46.1 µM],-5%,2,-4%,-1%,-7%
COc1cccc(CC(=O)Nc2ccc(-c3csc(C)n3)cc2)c1,-0.1%,13%,4%,-2%,8%,-4%,?,1%,12%,2%
CCOC(=O)N1CCN(S(=O)(=O)c2cc3c(cc2C)NC(=O)CO3)CC1,0.2%,0%,9%,-1%,-4%,4%,0,-8%,-9%,-1%
CC(=O)c1c(N2CCOCC2)nc(=S)n(Cc2ccccc2)c1C,0.2%,-2%,-1%,6%,2%,/,-1,?,-3%,-1%
CCc1noc(C)c1C(=O)NNC(=O)COc1ccc(C)cc1,0.4%,7%,/,-3%,-8%,4%,1,0%,14%,0%
c1ccc(CNc2nc(-c3cccs3)nc3ccccc23)cc1,-0.1%,0%,-6%,8%,4%[46.1 µM],3%,5,27%,-89%[inhibitor],1%
CCN(c1ccccc1C)S(=O)(=O)c1cc2c3c(c1)CCC(=O)N3CCC2,0.2%,-2%,-2%,4%,1%,0%,1,-3%,5%,2%
COC(=O)c1ccc(OC)c(CSc2nnc(-c3ccc(C(C)(C)C)cc3)o2)c1,0.1%,-36%,-3%,?,3%,/,3,-3%,0%,-2%
Cc1ccc(S(=O)(=O)N(C)CCCC(=O)Nc2cc(C)ccc2C)cc1,-0.7%,-17%,8%,-14%,10%,-10%,28,3%,-5%,-1%
NC(=S)NN=CCn1cc([N+](=O)[O-])c(=O)[nH]c1=O,/,-56%[inhibitor],/,/,3%,/,/,/,-30%,-2%
COc1ccc(C(CC(=O)NCCCN2CCOCC2)NS(=O)(=O)c2ccc(C)cc2)cc1 (stereo unspecified),0.4%,2%,-13%,14%,3%,1%,7,-9%,-12%,0%
Cc1nc2ccccn2c1-c1csc(NCc2ccco2)n1,-0.1%,-48%[inhibitor],3%,?,3%,3%,0,12%,-66%,-5%
COc1ccc(CNC(=O)CN2CCN(c3ccccc3O)CC2)cc1OC,6.5%,-16%,4%,-2%,12%,-10%,?,-5%,4%,-7%
CC1(C)C/C(=N\O)C(C(O)c2cccc([N+](=O)[O-])c2)C(C)(C)N1 (stereo unspecified),-0.7%,3%,2%,5%,-4%,-9%,2,-2%,10%,-1%
Cc1ccc(Nc2c(F)c(F)c(F)c(F)c2C(=O)O)cc1,-0.6%,-11%,4%,0%,-14%,4%,-2,-3%,-3%,-2%
Cc1nnc(SC(C)C(=O)Nc2ccc3ccccc3c2)n1C (stereo unspecified),0.1%,0%,/,5%,-2%,11%,2,0%,0%,-1%
Cc1c(Cl)cccc1NC(=O)CC1SC(=NCC2CCCO2)NC1=O (stereo unspecified),-0.8%,1%,-6%,3%,-4%[46.1 µM],6%,0,-13%,-20%,4%
Cc1ccc(NC(=S)c2ccc(N(C)C)cc2)cc1,0.4%,-3%,6%,?,?,-4%,?,?,57%,0%
O=C1C=C(c2cccs2)C[C@H](c2ccccc2)[C@H]1n1nnc([N+](=O)[O-])n1,-0.2%,-53%[inhibitor],4%,-30%,12%[46.1 µM],2%,0,3%,-90%,-2%
O=C(C1CCCC1)N1CCC(CO)(Cc2ccccc2Cl)CC1,-0.4%,4%,2%,-21%,3%,6%,19,-3%,0%,-3%
CC(=O)c1cccc(Nc2nc(-c3cccnc3)cs2)c1,0.1%,17%,29%,?,-3%,21%,6,9%,?,-3%
COC(=O)[C@]1(C)CCC[C@@]2(C)C3CC[C@@]4(C)C[C@]3(CCC21)CC(=O)N4Cc1ccc(OC)cc1 (stereo partly specified),-0.2%,-15%,/,7%,2%,-16%,?,-9%,-40%,/
